Compound activity from PubChem BioAssay.
eIF4E 4G PPI: inhibitors of eIF4E and eIF4G interaction in translation initiation | TR-FRET eIF4E-eIF4GI(517-606) binding, 2 h | P63073+Q04637 | hit rate 0.37% among 220,000 | inhibition, % at 21.7 µM | AID 782;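 active = inhibition above about 30%, limit read from the data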;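 also: 0% = full FRET control wells and 100% = background wells lacking eIF4GI fragment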
PERK inhibitor: human PERK inhibition, primary cell-based screen; Q9NZJ5; CHO PERK-DD fusion, SEAP luminescence translation reporter; inhibition, % at 5.6 µM; hit rate 0.17% among 220,000; AID 1416;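 active = inhibition above the mean inhibition of all tested compounds plus 3 SD, set separately per screening campaign, cut at about 2.9% in these data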;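 also: PERK kinase domain activated by AP20187 dimerizer at 100 nM; 0% = DMSO with dimerizer and 100% = rapamycin at 8.4 µM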
Cl transport mod: modulates chloride dependent transport by human KCC2; Q9H2X9; KCC2 cells, thallium flux FluoZin-2 fluorescence; B-score of Tl+ flux slope (higher = more flux/activation; lower = inhibition) at 10 µM; hit rate 2.2% among 190,000;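 active = thallium flux slope and its plate-corrected score both differing from the plate sample mean at a set confidence after two filtering rounds, in either direction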;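 also: slope of fluorescence scaled to starting intensity during 10 to 20 s after thallium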
Rad51 HR inh: blocks human Rad51 in homologous recombination; Q06609; hRad51 DNA strand exchange, fluorescence dequenching; inhibition, % at 10 µM; hit rate 0.085% among 200,000; AID 1385;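 active = inhibition above 40% at the single screening dose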;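 also: 0% = DMSO control wells and 100% = blanks with heterologous ssDNA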
Target sequence (Q06609 whole entry, looked up): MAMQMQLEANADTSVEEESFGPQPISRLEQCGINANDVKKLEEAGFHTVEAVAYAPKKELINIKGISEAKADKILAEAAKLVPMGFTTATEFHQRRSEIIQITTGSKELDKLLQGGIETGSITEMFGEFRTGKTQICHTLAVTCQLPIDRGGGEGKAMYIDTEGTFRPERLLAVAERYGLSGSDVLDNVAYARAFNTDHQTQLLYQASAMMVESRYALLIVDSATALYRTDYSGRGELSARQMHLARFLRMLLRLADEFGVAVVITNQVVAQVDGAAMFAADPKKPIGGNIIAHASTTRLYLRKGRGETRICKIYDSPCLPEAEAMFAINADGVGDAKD
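Assay system: Human Rad51 nucleoprotein filaments preassembled on unlabelled ssDNA | Reagent: Donor/quencher-labelled 47-bp dsDNA substrate | Doses: One concentration, 10 µM final | Times: 37 °C 15-min filament assembly, 30-min compound preincubation, 15-min exchange | Technique: Fluorescein emission 520 nm, excitation 485 nm | Benchmarks: Plate control and blank wells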
L929 necroptosis: blocks zVAD induced death of L929 cells | L929 zVAD necroptosis rescue, ATP luminescence, 24 h; with zVAD 60 µM | viability rescue, % at 10 µM | hit rate 0.38% among 220,000 | AID 1377;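 active = activation, scaled between plate controls, above about 75%, limit read from the data; inactive = activation under that limit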;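 also: 0% = zVAD with DMSO and 100% = DMSO alone without zVAD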
MDM2 E3 inh: blocks human Mdm2 ubiquitin ligase activity | Q00987 | cell-based MDM2 ubiquitination luciferase reporter, 2 h; 0 = plate control, 100 = twice control, blank-subtracted | signal enhancement, % at 5 µM | hit rate 0.11% among 210,000 | AID 1230;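 active = signal enhancement of 30% or more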;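 also: luminescence tracks abundance of the self-degrading MDM2-luciferase fusion protein; higher signal means inhibition of MDM2 E3 ligase activity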
Target sequence (Q00987 whole entry, looked up, the tested form may be a part): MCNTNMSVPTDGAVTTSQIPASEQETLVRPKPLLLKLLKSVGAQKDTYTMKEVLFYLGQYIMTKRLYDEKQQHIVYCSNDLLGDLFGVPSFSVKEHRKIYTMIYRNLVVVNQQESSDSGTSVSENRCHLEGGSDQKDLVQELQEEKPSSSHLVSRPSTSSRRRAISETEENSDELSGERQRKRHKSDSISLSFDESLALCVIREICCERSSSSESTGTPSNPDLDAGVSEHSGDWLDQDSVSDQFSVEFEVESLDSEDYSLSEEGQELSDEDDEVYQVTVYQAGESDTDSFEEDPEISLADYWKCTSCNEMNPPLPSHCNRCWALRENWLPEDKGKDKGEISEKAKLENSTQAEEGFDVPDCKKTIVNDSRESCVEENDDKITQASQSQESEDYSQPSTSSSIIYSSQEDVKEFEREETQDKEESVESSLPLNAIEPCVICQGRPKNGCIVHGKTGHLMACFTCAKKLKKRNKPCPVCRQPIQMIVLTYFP
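Material: stable MDM2–luciferase fusion reporter cells / Quantity: 2000 cells/well / Dosing: single 5 µM compound dose, 0.2% final DMSO / Buffer or medium: DMEM / Schedule: 4 h cell settling then 2 h compound exposure, 37 °C / Detection: luminescence with SteadyLite reagent, 15 min at room temperature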
m-calpain inh: calpain II (pig) inhibition; purified calpain II, fluorogenic peptide substrate, 30 min; inhibition, % at 16 µM; hit rate 0.37% among 220,000; AID 1236;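 active = inhibition above about 50%, limit read from the data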
TNF necrop inh: blocks TNF-alpha induced death of Jurkat FADD-/- cells; AID 463075; activation (protection from cell death), % at 10 µM; Jurkat FADD-/- TNF necroptosis rescue, ATP luminescence, 24 h; 0 = TNF only, 100 = no-TNF cells; hit rate 0.068% among 220,000;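 active = activation, meaning protection from cell death, of at least 50% relative to plate controls; inactive = activation below 50%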;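 also: necroptosis triggered by 40 ng/mL TNF-alpha added together with compound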
EBV gp42 block: inhibitors of Epstein-Barr virus glycoprotein 42 | Q1HVG2 | Fluorescence polarization binding assay, mP read-out | inhibition, % (tested at 21.74 µM) | hit rate 0.42% among 220,000; in the data active = inhibition above about 50%
Target sequence (Q1HVG2 whole entry, looked up): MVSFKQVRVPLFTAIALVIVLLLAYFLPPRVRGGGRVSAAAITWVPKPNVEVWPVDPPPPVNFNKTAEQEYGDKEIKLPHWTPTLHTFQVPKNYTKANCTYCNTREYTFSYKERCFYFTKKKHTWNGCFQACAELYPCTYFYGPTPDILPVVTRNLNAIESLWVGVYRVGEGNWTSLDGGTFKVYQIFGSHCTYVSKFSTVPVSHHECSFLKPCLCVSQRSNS
Starred values were filed as active, the others as inactive; i = inactive; · = not tested or not shown; [ ] = dose if it differs, or a comment.

Results follow in this order: eIF4E 4G PPI	PERK inhibitor	Cl transport mod	Rad51 HR inh	L929 necroptosis	MDM2 E3 inh	m-calpain inh	TNF necrop inh	EBV gp42 block
CCC(CC)c1nnc(NC(=O)COc2ccc3c(C)cc(=O)oc3c2)s1
  -9	1.1	0.012	-7	0.3	-12	-19	-1.9	-16
CC(C)(C)NC(=O)COC(=O)/C=C/c1ccc(F)cc1
  8[fluorescence artefact?]	1.1	0.087	-1	0.6	-5	-8	1.7	-7
CCOC(=O)c1c(C)c(C)n(Cc2ccc(OC)c(OC)c2)c1C
  1	-1.0	-3.2	·	·	-4	6	-1.7	10
COc1ccccc1-c1cc(-c2ccc(C)cc2)nc(SCc2nnc(-c3ccccc3)o2)c1C#N
  1[fluorescence artefact?]	2.4	·	-6	1.3	-4	-114	-0.3	-10
COc1ccc(C2=Nn3c(nnc3-c3cccnc3)SC2)cc1
  0	-0.3	-0.97	-2	0.0	3	-6	-6.0	-27
CCN(CC)CCN(C(=O)Cn1nnc(-c2ccc(OC)c(OC)c2)n1)C(C(=O)NC1CCCC1)c1ccc(F)cc1 (centres undefined)
  -2	-0.5	0.39	-3	-0.7	-6	-10	-2.7	-3
Cc1nc(NS(=O)(=O)c2ccccc2)sc1NC(=O)OCCN(C)C
  -3[fluorescence artefact?]	0.5	·	2	-0.1	-17	-15	-1.2	0
COC(=O)C1=C(C)OC(N)=C(C#N)C1c1ccco1 (centres undefined)
  3	1.0	-0.02	3	0.5	·	-2	-4.1	-14
CCOC(=O)c1oc2nc(C)c3c(c2c1N)CC(C)(C)OC3
  1	-0.1	·	1	0.6	-11	i	0.1	-15
COc1cc(/C=C/C(=O)N2CCCN(C(=O)/C=C/c3cc(OC)c(OC)c(OC)c3)CC2)cc(OC)c1OC
  1	1.3	·	-1	-0.3	-8	-26	-0.3	-8
COc1ccc(Oc2ccc(C(F)(F)F)cc2NC(=O)c2ccc(F)cc2)cc1
  1	-0.3	0.16	15	0.3	-13	17	1.2	0
CC(C)C(=O)Nc1cccc(C(=O)Nc2nccs2)c1
  -4	0.1	0.27	9	77*	6	19	-1.9	-16
CCCn1c(N)c(C(=O)CSc2nc3ccccc3c(=O)n2Cc2ccccc2)c(=O)[nH]c1=O
  27	0.2	40*	4	0.5	-5	-18	3.1	-7
O=C(COC(=O)c1cccc(S(=O)(=O)N2CCN(c3ccccc3)CC2)c1)NCC1CCCO1 (centres undefined)
  -13	0.3	-0.79	·	-0.3	·	-35	0.6	-8
CC(C)CCNC(=O)C12CN(Cc3ccccc3)CC1C(c1ccc([N+](=O)[O-])cc1)=NO2 (centres undefined)
  -4	-0.7	-1.1	-8	-0.2	-26	58*	-1.6	4
CCN(CC)CCNC(=O)Cc1nn(Cc2ccccc2)c(=O)c2ccccc12
  -1	1.1	-0.6	·	-0.1	·	-20	-1.0	-6
CN1CCN(S(=O)(=O)c2ccc3c(c2)NC(=O)C2CCCN32)CC1 (centres undefined)
  -2	-0.1	·	4	1.0	-13	-9	-1.3	-13
COc1ccc(NC(=S)N2CCc3ccccc3C2)cc1OC
  4	1.9	-1.2	-2	14	-4	-25	0.6	-6
COc1cc(OC)c(S(=O)(=O)Nc2ccc(C(=O)N3CCCC3)cc2)cc1NC(C)=O
  -3	0.7	0.26	10	2.9	10	-18	0.2	2
COc1ccc(-c2csc(N(CC3CCCO3)C(=O)c3ccco3)n2)cc1 (centres undefined)
  6	-0.7	0.54	6	0.5	-3	22	-3.3	-12
COc1ccc(C(=O)N2CCC(=O)N(C(CO)Cc3ccccc3)CC2)cc1 (centres undefined)
  2	0.4	-2.5	-10	1.9	·	-3	1.4	-8
Cc1oc2c(c1C(=O)c1ccc(Cl)cc1)C(=O)C(=O)c1ccccc1-2
  4[fluorescence artefact?]	1.2	0.3	·	11	-4	62*	-26	-7
O=C(CSC1=Nc2ccccc2C2CC=NN12)Nc1ccc2c(c1)OCO2 (centres undefined)
  -2	0.0	-0.3	-5	18	1	26	-11	1
COc1ccccc1NC(=O)CN1CCN(c2ccc(Cl)cc2)CC1
  4	-0.1	-1.3	0	-0.2	-8	-21	-6.2	0
Cc1ccc(OCCNC(=O)c2cc(-n3cnnc3)ccc2Cl)cc1C
  -14	-0.4	·	-2	-0.2	-18	-5	-3.0	-5
Cn1cc(NC(=O)c2cc(NC(=O)c3cc(NC=O)cn3C)cn2C)cc1C(=O)NCCC(=N)N
  -19	·	-0.37	48*	-0.2	9	-15	1.5	-12
CCCOc1ccc(N2C(=O)CC(N(Cc3ccco3)C(=O)CCC(=O)O)C2=O)cc1 (centres undefined)
  -2	-0.2	-0.39	3	0.0	-12	-4	-0.7	-18
CCOC(=O)Cc1cc(=O)n2[nH]c(-c3ccccc3)cc2n1
  -1[fluorescence artefact?]	0.1	0.41	0	-0.5	-9	-63	-1.5	-21
O=C(NCc1ccc2c(c1)OCO2)c1ccc(CS(=O)(=O)Cc2cccc(Cl)c2)o1
  5[fluorescence artefact?]	0.4	-0.36	-2	-0.2	-8	0	2.2	-9
COc1cc(NC(=O)C/C(C)=N/NC(=O)Cc2ccccc2)c(OC)cc1Cl
  -3	-0.4	1.4	·	0.0	5	17	1.8	9
Cc1ccc(OCC2Cn3c(nc4c3c(=O)[nH]c(=O)n4C)O2)cc1 (centres undefined)
  -3	-0.4	·	-4	-0.3	-9	-10	-5.1	-27
Cc1ccc(NC(=O)CN2CCCCCC2)c(Br)c1
  8	0.7	0.15	1	7.7	-5	-8	1.3	-14
CC1CCN(C(=O)c2cc(Cl)nc3ccccc23)CC1
  -3	0.2	-0.0085	-1	1.0	-13	9	2.2	-10
N#CCCn1cnc2ccccc21
  -4[fluorescence artefact?]	1.2	·	-5	0.0	1	-7	-1.6	1
Cc1cccn2c(=O)c(/C=C(\C#N)S(=O)(=O)c3ccc(Cl)cc3)c(N3CCC(C(N)=O)CC3)nc12
  -3	-0.4	-1.4	2	0.7	-2	-11	0.7	-30
CCC(C)(C)NC(=O)C(c1ccccc1F)N(Cc1ccco1)C(=O)c1csnn1 (centres undefined)
  -2[fluorescence artefact?]	0.4	·	-5	-0.2	-2	-11	1.4	-9
CC(=O)c1c(COC(=O)c2ccc(C)cc2)nc2ccccc2[n+]1[O-]
  1	0.1	-0.42	14	0.0	-3	-1	3.5	-3
CC(C)c1cc(C(=O)N2CCCC(C(=O)c3ccc4ccccc4c3)C2)on1 (centres undefined)
  3	2.9*	-0.93	·	0.2	-7	9	1.9	-10
CCOC(=O)CNc1ccc(OC(F)(F)F)cc1
  -2	1.5	0.69	·	0.4	0	-21	9.5	-10
Cc1cc(N2CCOCC2)n2ncc(-c3ccc(Cl)cc3)c2n1
  0	1.8	-0.0022	-7	0.5	-36	-209	-0.1	-4
O=C(Nc1ccccc1)C(O)C(O)C(=O)Nc1ccccc1 (centres undefined)
  0	0.6	0.066	15	0.4	0	-2	0.5	-9
COc1ccc2[nH]c(=O)c(CN(CC3CCCO3)C(=O)Nc3ccccc3OC)cc2c1 (centres undefined)
  8	-0.5	0.023	6	-0.1	-9	-38	-8.2	-6
Cc1cccc(NC(=S)N(CCN2CCOCC2)Cc2cc3cc4c(cc3[nH]c2=O)OCO4)c1
  3	1.9	·	·	-0.4	-15	-92	1.8	1
Cn1c(Oc2ccccc2NCc2cccc(Br)c2)cc(=O)n(C)c1=O
  2	-0.7	-0.47	7	-0.1	0	15	-3.8	1
CCn1c(SCC(=O)c2ccc(NS(=O)(=O)c3ccccc3)cc2)nnc1-c1cccs1
  2[fluorescence artefact?]	0.0	0.27	-2	-0.2	8	-73	-0.8	-12
COc1ccccc1N1CCN(C(=O)Cc2cccs2)CC1
  3	0.2	0.0017	-3	0.4	1	-40	0.1	-17
COc1cc(/C=N/NC(=O)c2ccc(O)cc2)ccc1OCC(=O)N1CC(C)OC(C)C1 (centres undefined)
  -3	1.5	1.5	0	0.1	-6	-12	-0.2	-9
CCOC(=O)CSc1nnc(CCc2nc3ccccc3[nH]2)n1C
  -7	0.5	1.1	5	0.1	-16	-37	-0.5	-6
Cc1ccc(C(=O)CSC2=C(C#N)C(c3ccco3)C3=C(CCCC3=O)N2)cc1 (centres undefined)
  -2[fluorescence artefact?]	-0.4	-3.6	2	1.6	-11	-5	-12	-17
CC(=O)Nc1cc(NC(C)=O)cc(C(=O)NC(C)(C)C)c1
  -16	1.4	-0.62	3	1.9	5	-11	0.4	-14
CCN1CCN(C(=O)c2ccc(Cl)c(S(=O)(=O)N3CCOCC3)c2)CC1
  4	0.6	0.75	7	-0.4	-14	-7	0.3	-15
Cc1cc(C)n(C(=O)C(C)n2nc([N+](=O)[O-])c(Br)c2C)n1 (centres undefined)
  -2	0.1	-0.23	-3	-0.2	-13	11	0.6	1
Cc1cc(NC(=O)C(C)C)ncc1NC(=O)Cc1ccccc1
  10[fluorescence artefact?]	1.1	·	5	3.1	-14	-14	1.8	-20
CCC(NC(=O)c1ccccc1NC(=O)c1ccc(OC)cc1)C(=O)N1CCCC1 (centres undefined)
  1[fluorescence artefact?]	0.4	1.3	-2	0.5	-3	-7	-0.6	-6
O=C(NCCCN1CCOCC1)C(=O)N/N=C/c1c(Cl)cccc1Cl
  -1	0.1	0.35	-7	0.0	-12	22	-3.0	-5
Cn1c(SCC(=O)NCCN2C(=O)CSC2=O)nnc1-c1ccccc1
  0	0.1	0.99	5	0.2	-8	-9	0.1	6
CCOc1ccc(-n2c(Cc3cc(=O)[nH]c(=O)[nH]3)nnc2SCC(=O)OC)cc1
  2	-0.4	0.69	-1	0.0	-22	1	0.7	-28
Cc1cccc(CCNC(=O)C2CCN(S(=O)(=O)c3c(C)nn(C)c3C)CC2)c1
  -4[fluorescence artefact?]	-1.1	0.1	2	-0.4	-6	-46	-1.0	-3
CCOC(=O)c1cccc(NC(=O)CN(c2ccc(C)cc2)S(=O)(=O)c2c(C)n[nH]c2C)c1
  5	-0.7	·	0	-0.3	-7	23	-3.9	8
CCc1cc2c(cc(C(=O)O)n2C)s1
  1[fluorescence artefact?]	1.7	-0.39	1	-0.1	-3	-22	-1.8	-11
Cc1cccc(/C=N\Nc2nnc(-c3ccccc3)c(=O)[nH]2)c1
  -1	0.6	0.05	0	1.5	-10	26	1.0	7
CCCCCCCCCC(=O)N1c2ccccc2NC(=O)C1CC(=O)Nc1ccc(C(=O)O)cc1 (centres undefined)
  1	0.1	0.094	14	0.6	-57	53*	2.4	7
CC(=O)N/N=C(\N)c1nonc1N
  -2	0.7	0.37	19	-0.3	-3	-13	4.0	-21

Pulled by compound from the list above, 2 records:
Results follow in this order: eIF4E 4G PPI	PERK inhibitor	Cl transport mod	Rad51 HR inh	L929 necroptosis	MDM2 E3 inh	m-calpain inh	TNF necrop inh	EBV gp42 block
Cn1c(Oc2ccccc2NCc2cccc(Br)c2)cc(=O)n(C)c1=O
  2	-0.7	-0.47	7	-0.1	0	15	-3.8	1
Cc1ccc(C(=O)CSC2=C(C#N)C(c3ccco3)C3=C(CCCC3=O)N2)cc1 (centres undefined)
  -2[fluorescence artefact?]	-0.4	-3.6	2	1.6	-11	-5	-12	-17
